FXIIa mix inh = blocks human factor XIIa in pooled compound mixtures | purified FXIIa, fluorogenic substrate | actives 0.2% (n = 62,000) | P00748 | inhibition, % at 5 µM;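 also: 0% = enzyme without compound and 100% = no enzyme blank; some results filed as inactive read as strong as hits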
Cdc25B block = human M-phase inducer phosphatase 2 inhibition. recombinant Cdc25B, OMFP fluorescence Ex485/Em525. P30305. inhibition, %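 (compounds tested at 10 µM final in the well)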. actives 0.1% (n = 65,000); in the data active = inhibition above about 50%
CatG inh = inhibitors of human cathepsin G. purified enzyme, AMC-tetrapeptide fluorescence, pooled mixtures. inhibition, % at 5 µM (by protocol). actives 0.2% (n = 62,000);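 active = inhibition above 20% in each of the two mixture wells holding the compound; inactive = inhibition of 20% or less in either well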;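 also: 0% = enzyme control without mixture and 100% = blank lacking enzyme; strong numbers were not always called active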
FXIa inh mix = inhibitors of human coagulation factor XIa, pooled mixtures; purified FXIa, fluorogenic substrate; AID 680; actives 0.19% (n = 62,000); inhibition, % at 5 µM; P03951;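 also: each value is inhibition by a whole ten-compound pool holding the compound; 0% = enzyme with no mixture and 100% = wells lacking enzyme; strong numbers were not always called active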
Target sequence (P03951 19-387 limits assumed): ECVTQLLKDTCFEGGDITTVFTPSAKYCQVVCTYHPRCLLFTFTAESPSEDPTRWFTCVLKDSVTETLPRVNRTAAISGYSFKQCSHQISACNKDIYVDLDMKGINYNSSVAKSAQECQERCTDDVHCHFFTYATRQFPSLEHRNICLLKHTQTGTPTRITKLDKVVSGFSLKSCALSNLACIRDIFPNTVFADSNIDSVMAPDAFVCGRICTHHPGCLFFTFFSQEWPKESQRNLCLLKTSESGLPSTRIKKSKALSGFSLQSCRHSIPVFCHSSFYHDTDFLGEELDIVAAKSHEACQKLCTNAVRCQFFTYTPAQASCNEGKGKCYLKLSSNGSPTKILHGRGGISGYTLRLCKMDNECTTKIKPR
Target sequence (P03951 388-625 limits assumed): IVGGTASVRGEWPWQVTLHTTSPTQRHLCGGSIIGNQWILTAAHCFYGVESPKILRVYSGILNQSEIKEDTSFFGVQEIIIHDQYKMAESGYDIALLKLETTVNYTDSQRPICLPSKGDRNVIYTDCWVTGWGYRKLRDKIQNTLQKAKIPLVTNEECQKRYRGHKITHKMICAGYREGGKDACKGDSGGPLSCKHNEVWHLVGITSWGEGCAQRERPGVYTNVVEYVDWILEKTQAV
CatL inh = inhibitors of human cathepsin L; P07711; purified cathepsin L, fluorogenic substrate, fluorescence; inhibition, %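 (tested at 10 µM)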; actives 0.17% (n = 58,000); in the data active = inhibition above about 45%;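 also: 0% = enzyme with no compound and 100% = no enzyme blank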
Hsp90 inh = displaces geldanamycin probe from tumor Hsp90; P07900; NCI-N417 lysate Hsp90, Cy3B-geldanamycin FP displacement; inhibition, % at 30 µM; actives 0.35% (n = 64,000); AID 429;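 active = inhibition above 50%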;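 also: 0% = tracer plus lysate wells and 100% = tracer alone without lysate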
MKP-1 inh = blocks human MKP-1 phosphatase activity. P28562. recombinant MKP-1, OMFP hydrolysis fluorescence. inhibition, %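 (compounds tested at a single concentration somewhere between 10 and 100 µM)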. actives 0.15% (n = 65,000). AID 374;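 active = inhibition above about 50%, limit read from the data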;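 also: 0% = DMSO max control wells and 100% = wells with enzyme stopped by NaOH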
C1s inh = blocks human complement C1s protease activity; P09871; purified C1s, fluorogenic AMC substrate, pooled mixtures; mean inhibition % of two 10-compound mixtures (stronger effect = higher value), % at 5 µM (by protocol); actives 0.16% (n = 62,000);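 active = inhibition above 20% in each of the two 10-compound mixture wells holding the compound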;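 also: 0% = enzyme wells lacking compound mixture and 100% = no-enzyme blank wells; some compounds called inactive have numbers as strong as hits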
HTR1A agonist = activates the human 5-HT1a serotonin receptor | P08908 | CHO 5-HT1a Ga15 NFAT-bla reporter, FRET ratio; 0% basal, 100% maximal reference agonist | activation, % at 10 µM | actives 0.56% (n = 65,000);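 active = activation above the screen-wide mean activation plus 3 SD, cut at about 19% in these data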;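 also: 0% = DMSO wells and 100% = 5-CT at EC100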
Target sequence (P08908 whole entry, looked up): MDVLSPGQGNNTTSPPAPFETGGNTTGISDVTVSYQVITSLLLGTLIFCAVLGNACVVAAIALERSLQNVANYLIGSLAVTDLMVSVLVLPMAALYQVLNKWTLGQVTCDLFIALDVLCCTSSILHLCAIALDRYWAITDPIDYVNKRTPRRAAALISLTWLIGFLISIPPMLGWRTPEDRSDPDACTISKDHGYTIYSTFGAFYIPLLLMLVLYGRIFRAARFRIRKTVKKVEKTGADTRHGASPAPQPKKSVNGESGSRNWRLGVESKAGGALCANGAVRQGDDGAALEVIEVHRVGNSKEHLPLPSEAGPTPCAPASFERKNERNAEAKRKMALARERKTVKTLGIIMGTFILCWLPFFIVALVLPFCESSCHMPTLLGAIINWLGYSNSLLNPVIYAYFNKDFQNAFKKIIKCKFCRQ
Starred values were filed as active, the others as inactive; · = not tested or not shown. Rule as the data show it, unless noted: active = inhibition above about 20% (passing the limit was not always enough); inactive = the rest.

| nr | canonical_smiles | FXIIa mix inh | Cdc25B block | CatG inh | FXIa inh mix | CatL inh | Hsp90 inh | MKP-1 inh | C1s inh | HTR1A agonist |
| --- | --- | --- | --- | --- | --- | --- | --- | --- | --- | --- |
| 1 | N#Cc1cn(CC(=O)NCC2CCCO2)c2ccccc12 (configuration not stated) | -2 | -9 | 11 | 7 | 5 | -6 | 1 | 0 | -2.2 |
| 2 | CN(C(=O)C1CCOC1)c1nnc(-c2ccncc2)s1 (configuration not stated) | -12 | 7 | 1 | 1 | 9 | 1 | -20 | -26 | -0.2 |
| 3 | Cc1ccc(C(=O)CCNc2ccccc2)o1 | -15 | -3 | 8 | 2 | 7 | -2 | 0 | 14 | -3.3 |
| 4 | Cc1cc2cc(CNC(=O)c3cc4ccccc4o3)ccc2n1C | 2 | -4 | -1 | 4 | 12 | 18 | 23 | -1 | -0.9 |
| 5 | Cc1cc2c(c(=O)n1CC1CCCO1)C(c1ccco1)C(C#N)=C(N)O2 (configuration not stated) | -14 | -13 | 0 | -8 | -8 | -1 | -25 | 6 | -0.3 |
| 6 | N#C/C(C(=O)c1ccccc1)=C1/CCCCCN1 | 4 | -4 | 5 | -5 | 18 | 1 | 14 | -13 | -1.7 |
| 7 | CCOC(=O)Cc1nnn(CC(=O)OCC)n1 | 5 | · | 2 | 2 | 31 | · | · | 8 | -1.3 |
| 8 | CCCCOCCCNC(=O)C1CCCCC1 | 0 | -4 | 8 | 7 | · | 0 | 9 | 13 | -1.3 |
| 9 | CCOC(=O)c1ccc(-n2c(=O)[nH]c3ccccc3c2=O)cc1 | 2 | 16 | -3 | 6 | 12 | -1 | -15 | -83 | 0.2 |
| 10 | CC(=O)Oc1ccc(NC(=O)C2CCCCC2)c(C(=O)O)c1 | 0 | -3 | 4 | 2 | · | -3 | 8 | -1 | 0.3 |
| 11 | COCCNC(=O)COc1cccc(Oc2ccccc2)c1 | · | -15 | · | · | · | -1 | 9 | · | 0.7 |
| 12 | CC(C)Cc1nc2oc3c(NCC4CCCO4)ncnc3c2c2c1CCC2 (configuration not stated) | 6 | -16 | 6 | 6 | -1 | -7 | 41 | 3 | 0.5 |
| 13 | Cc1c(N=Cc2cc3c(cc2Cl)OCO3)c(=O)n(-c2ccccc2)n1C | 11 | 1 | 12 | -2 | · | 2 | 3 | 6 | -0.6 |
| 14 | Cc1cc(C)c2c(=O)n(CC(=O)N3CCC(N4CCCCC4)CC3)sc2n1 | -7 | 5 | -3 | 2 | 13 | 1 | 4 | -5 | -4.3 |
| 15 | CCC1(C)Cc2c(sc3nc4n(c(=O)c23)CCS4)CO1 (configuration not stated) | · | -30 | · | · | -5 | 0 | -15 | · | -0.1 |
| 16 | O=C(CN1CC(c2ccccc2)CC1=O)OCc1ccccc1F (configuration not stated) | 10 | 6 | 7 | -4 | 29 | 0 | 1 | -1 | -0.6 |
| 17 | CCN(CC)CCN1C(=O)C(=O)/C(=C(/O)c2c(C)[nH]c(C(=O)OC)c2C)C1c1ccc(OC)cc1 (configuration not stated) | · | -27 | · | · | 6 | -9 | -20 | · | -1.2 |
| 18 | O=C(NCc1ccco1)C(c1ccc(F)cc1)N(CC1CCCO1)C(=O)Cn1nnc2ccccc21 (configuration not stated) | 3 | 5 | 10 | 8 | 21 | -4 | -25 | 12 | -4.0 |
| 19 | CCOC(=O)C1CCN(C(=O)CC2C(=O)N(Cc3ccccc3)C(C)c3nc4ccccc4n32)CC1 (configuration not stated) | 5 | -11 | 4 | 13 | · | -3 | 8 | 6 | 1.7 |
| 20 | Nc1cc(N)nc(SCCN2CCCCC2)n1 | 4 | 3 | 9 | 2 | 21 | -3 | -3 | -4 | 0.2 |
| 21 | CC(C)[C@H](NC(=O)[C@@H]1CSCN1C(=O)OC(C)(C)C)C(=O)NCC1CCC(C(=O)O)CC1 (some centres not stated) | 7 | -7 | -7 | -2 | 0 | 0 | -18 | -27 | -2.7 |
| 22 | COC(=O)[C@H](CCSC)NC(=O)Nc1ccc(C)c(C)c1 | 2 | 3 | 54 | 17 | · | 0 | -22 | 15 | 3.1 |
| 23 | O=c1c2ccccc2nc(SCc2ccccc2)n1Cc1ccco1 | 8 | -2 | 7 | 3 | 7 | -2 | 8 | 6 | 2.0 |
| 24 | Cc1ccccc1N(C(=O)Cn1nnc2ccccc21)C(C(=O)NCc1ccco1)c1ccncc1 (configuration not stated) | 11 | 12 | 8 | 6 | 9 | 0 | 2 | 14 | 0.0 |
| 25 | Cc1cc(NC(=O)COC(=O)COc2cccc3c2OC(C)(C)C3)no1 | -2 | 3 | 7 | -1 | 0 | -2 | 2 | -5 | -4.9 |

Continued.
| nr | canonical_smiles | FXIIa mix inh | Cdc25B block | CatG inh | FXIa inh mix | CatL inh | Hsp90 inh | MKP-1 inh | C1s inh | HTR1A agonist |
| --- | --- | --- | --- | --- | --- | --- | --- | --- | --- | --- |
| 26 | CC(=O)c1cccc(S(=O)(=O)N(CCCO)Cc2cc3ccc(C)cc3[nH]c2=O)c1 | 1 | 4 | 2 | 3 | 7 | -2 | -5 | -6 | -0.1 |
| 27 | O=C(C1CCCN1C(=O)c1cccs1)N1CCN(Cc2ccc3c(c2)OCO3)CC1 (configuration not stated) | 7 | -6 | 0 | -17 | 26 | 0 | 0 | -17 | -0.9 |
| 28 | O=C(COC(=O)c1ccc(Br)o1)NCc1ccco1 | 4 | -10 | 7 | 8 | · | · | 5 | 3 | 0.5 |
| 29 | O=C(O)c1ccccc1SC1CC(=O)N(C2CCCCC2)C1=O (configuration not stated) | 6 | -29 | 6 | 4 | · | -2 | -1 | 9 | 1.3 |
| 30 | O=C(NCC1CCCO1)c1ccccc1-c1nc(-c2ccc(Cl)cc2)no1 (configuration not stated) | 7 | -3 | -3 | 5 | 9 | -3 | 29 | 8 | 0.2 |
| 31 | Cc1ccccc1NC(=O)c1ccc(NC(=O)c2ccco2)cc1 | 11 | 4 | 3 | 3 | -5 | -4 | -6 | 3 | 2.5 |
| 32 | CC1=C(C(=O)N2CCOCC2)C(c2cccs2)NC(=O)N1 (configuration not stated) | 17 | -9 | 7 | 2 | 0 | -5 | 5 | 3 | -2.7 |
| 33 | O=C(NCc1cccs1)C1CCCN(S(=O)(=O)c2ccc(Br)s2)C1 (configuration not stated) | 10 | -17 | -11 | 3 | 10 | -7 | -6 | -10 | 0.2 |
| 34 | CCCCC(c1nnnn1C1CCCC1)N1CCN(C2CCCC2)CC1 (configuration not stated) | -8 | -10 | 9 | 1 | -3 | -3 | 1 | 3 | -2.0 |
| 35 | CCn1nnc(NC(=O)c2cccnc2)n1 | 7 | 6 | -9 | 1 | 8 | -8 | -14 | -14 | 1.1 |
| 36 | O=C(NCCc1ccc(S(=O)(=O)N2CCCC2)cc1)c1cccs1 | 2 | 1 | -1 | 5 | -4 | -3 | 8 | 3 | 0.7 |
| 37 | COC(=O)c1ccc(OCC(O)CN(CC(C)C)CC(C)C)cc1 (configuration not stated) | -27 | -28 | 7 | 3 | -3 | -1 | -5 | -15 | -1.8 |
| 38 | O=C(CSc1ncn(-c2ccccc2)n1)Nc1ccc2c(c1)OCCO2 | 0 | -15 | -6 | 2 | -4 | 0 | 22 | -21 | -4.4 |
| 39 | COc1ccc(NC(=O)CN2CCN(CC(=O)Nc3ccccc3F)CC2)c(OC)c1 | 9 | -24 | 8 | 6 | 9 | 2 | -5 | 9 | -0.6 |
| 40 | C=CCNC(=O)CCCCC(=O)NCC=C | 6 | -10 | -12 | 0 | 1 | -19 | 6 | -13 | 0.3 |
| 41 | CCN(CC)CCN(CC)Cc1ccccc1Br | 10 | -3 | -6 | 4 | 8 | 0 | 9 | -29 | -2.3 |
| 42 | CCOc1ccc(Nc2oc(Cc3ccccc3)nc2C#N)cc1 | 12 | -2 | 7 | 5 | 11 | -3 | 3 | 11 | 0.5 |
| 43 | CC1(C)CC(=O)C(C=NCCC2=CCCCC2)=C(O)C1 | 2 | -11 | 6 | 4 | · | -2 | 9 | -1 | -2.0 |
| 44 | O=C(O)CCC(=O)Nc1ccc(S(=O)(=O)N2CCCC2)cc1 | 4 | -15 | 6 | 4 | 10 | 2 | -2 | -4 | -4.2 |
| 45 | CCC(C)(C)n1nnnc1CN(Cc1cc2cc(OC)ccc2[nH]c1=O)C1CCCC1 | 0 | -15 | 9 | 2 | · | -2 | 26 | 0 | 0.2 |
| 46 | CCOc1ccc2[nH]c(=O)c(CN(CCO)C(=O)c3ccccc3F)cc2c1 | 1 | -34 | -2 | 2 | -3 | -4 | -9 | -20 | -4.0 |
| 47 | CNC(=O)NC(=O)CSc1nc2cc(C(=O)OC)ccc2c(=O)n1-c1ccccc1 | -9 | -7 | -1 | 1 | -1 | -1 | 30 | -6 | -1.0 |
| 48 | CC(=O)c1c(N=CN(C)C)nc(C)nc1-c1ccccc1 | 0 | -8 | 0 | 6 | 3 | -2 | 2 | -32 | -1.0 |
| 49 | Cc1ccc2cc3cc(C(=O)N4CCCCCC4)oc3nc2c1 | 3 | -9 | 8 | 7 | -1 | -2 | 27 | 10 | -0.9 |
| 50 | Cc1ccc(C)c(N2CCN(C(=O)c3cc(S(=O)(=O)N4CCOCC4)ccc3F)CC2)c1 | 10 | 1 | -3 | 5 | 5 | -1 | 37 | -1 | -1.1 |

No new results follow: entries from further up.
| nr | canonical_smiles | FXIIa mix inh | Cdc25B block | CatG inh | FXIa inh mix | CatL inh | Hsp90 inh | MKP-1 inh | C1s inh | HTR1A agonist |
| --- | --- | --- | --- | --- | --- | --- | --- | --- | --- | --- |
| 31 | Cc1ccccc1NC(=O)c1ccc(NC(=O)c2ccco2)cc1 | 11 | 4 | 3 | 3 | -5 | -4 | -6 | 3 | 2.5 |
| 32 | CC1=C(C(=O)N2CCOCC2)C(c2cccs2)NC(=O)N1 (configuration not stated) | 17 | -9 | 7 | 2 | 0 | -5 | 5 | 3 | -2.7 |
| 33 | O=C(NCc1cccs1)C1CCCN(S(=O)(=O)c2ccc(Br)s2)C1 (configuration not stated) | 10 | -17 | -11 | 3 | 10 | -7 | -6 | -10 | 0.2 |
| 34 | CCCCC(c1nnnn1C1CCCC1)N1CCN(C2CCCC2)CC1 (configuration not stated) | -8 | -10 | 9 | 1 | -3 | -3 | 1 | 3 | -2.0 |

Further results:
| nr | canonical_smiles | FXIIa mix inh | Cdc25B block | CatG inh | FXIa inh mix | CatL inh | Hsp90 inh | MKP-1 inh | C1s inh | HTR1A agonist |
| --- | --- | --- | --- | --- | --- | --- | --- | --- | --- | --- |
| 51 | Nc1nc2n(n1)C(c1ccc(F)cc1)CC(c1ccc(F)cc1)N2 (configuration not stated) | · | 0 | · | · | 11 | -2 | -14 | · | -2.3 |
| 52 | O=C(Oc1ccccc1N1C(=O)CCC1=O)c1ccco1 | · | 18 | · | · | 10 | 0 | 7 | · | -1.9 |
| 53 | O=C(O)CCCNc1cc(N2CCC3(CC2)OCCO3)c2noc3c2c1C(=O)c1ccccc1-3 | 2 | 25 | -2 | 4 | -1 | 43 | 34 | -19 | 2.8 |
| 54 | Cc1cc(C)c(NC(=O)NC(=O)c2ccc(F)cc2)c(C)n1 | 4 | -2 | 9 | 4 | -5 | -4 | 27 | 11 | -3.2 |
| 55 | Cc1sc2nc3n(c(=O)c2c1C)NC(=O)CC3 | 2 | -6 | 8 | 5 | 7 | 0 | -2 | 19 | -1.1 |

Whole records from above.
O=C(O)CCCNc1cc(N2CCC3(CC2)OCCO3)c2noc3c2c1C(=O)c1ccccc1-3 is entered as FXIIa mix inh = 2; Cdc25B block = 25; CatG inh = -2; FXIa inh mix = 4; CatL inh = -1; Hsp90 inh = 43; MKP-1 inh = 34; C1s inh = -19; HTR1A agonist = 2.8
Nc1nc2n(n1)C(c1ccc(F)cc1)CC(c1ccc(F)cc1)N2 (configuration not stated) is entered as FXIIa mix inh = ·; Cdc25B block = 0; CatG inh = ·; FXIa inh mix = ·; CatL inh = 11; Hsp90 inh = -2; MKP-1 inh = -14; C1s inh = ·; HTR1A agonist = -2.3
Cc1sc2nc3n(c(=O)c2c1C)NC(=O)CC3 is entered as FXIIa mix inh = 2; Cdc25B block = -6; CatG inh = 8; FXIa inh mix = 5; CatL inh = 7; Hsp90 inh = 0; MKP-1 inh = -2; C1s inh = 19; HTR1A agonist = -1.1
